TAAR1 antagonist: antagonists of human TAAR1. inhibition, % at 3 µM. CHO RD-HGA16 TAAR1, Fluo-8 calcium fluorescence, antagonist. AID 624466. hit rate 1.5% among 360,000;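 active means inhibition above a per-plate cutoff, the mean inhibition of test compounds on that plate plus 3 SD, cut at about 49% in these data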;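 further: 0% = DMSO plus EC80 beta-PEA response and 100% = DMSO alone without agonist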
Target sequence (Q96RJ0 whole entry, looked up): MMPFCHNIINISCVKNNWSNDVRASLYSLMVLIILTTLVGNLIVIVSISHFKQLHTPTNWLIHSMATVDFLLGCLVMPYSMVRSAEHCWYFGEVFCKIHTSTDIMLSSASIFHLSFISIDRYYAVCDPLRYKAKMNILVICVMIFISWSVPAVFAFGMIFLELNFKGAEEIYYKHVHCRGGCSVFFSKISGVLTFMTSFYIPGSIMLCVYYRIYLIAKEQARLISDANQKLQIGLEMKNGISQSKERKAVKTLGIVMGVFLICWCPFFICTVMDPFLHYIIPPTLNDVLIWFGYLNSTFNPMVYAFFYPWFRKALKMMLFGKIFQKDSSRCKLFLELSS
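System: RD-HGA16 CHO cells with stable hTAAR1 and Gα16 | Probe or stimulus: EC80 β-phenethylamine stimulus | Dosing: 3 µM, single point | Times: Dye loading 75 min at 37 °C, then 30 min room temperature | Measured by: Fluo-8 calcium-sensitive fluorescence | Read-out basis: % inhibition of agonist calcium response | Replicates: n of 1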
TAAR1 agonist: human TAAR1 agonism; activation, % at 3 µM; hit rate 0.99% among 360,000; Q96RJ0; AID 624467; CHO RD-HGA16 TAAR1, Fluo-8 calcium fluorescence; vehicle wells 0%, saturating PEA agonist 100%;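 active means activation above the mean activation of all test compounds in the run plus 3 SD, cut at about 38% in these data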
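Assay system – CHO-derived RD-HGA16 cells with stable Gα16 and human TAAR1 · Compound dosing – one-point dosing at 3 µM (nominal) · Incubation – 17-24 h seeding, 75 min 37 °C dye, 30 min RT · Measured by – kinetic Fluo-8 calcium fluorescence · Control set – DMSO vehicle as 0%, PEA at EC100 as 100% · Repeats – single well for each compound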
CHO-K1 Ca antag: M1 antagonist counterscreen hit in parental CHO-K1 cells | ATP-induced calcium, Fluo-8 fluorescence | AID 602250 | hit rate 0.6% among 360,000 | inhibition, % at 3 µM;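 active means inhibition above a per-plate cutoff, the plate's mean sample inhibition plus 3 SD, cut at about 24% in these data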;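 further: 0% = DMSO plus EC80 ATP and 100% = DMSO alone without ATP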
CHO-K1 Ca ag: M1 agonist counterscreen hit in parental CHO-K1 cells | hit rate 0.48% among 360,000 | activation, % at 3 µM | Fluo-8 calcium fluorescence; scaled to maximal ATP response, vehicle zero; in the data active means activation above about 15%;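 further: untransfected CHO-K1 host cells lacking M1 receptor as counterscreen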
CHO-K1 Ca PAM: counter-screen for M1 PAMs: effect in parental CHO-K1 cells; ATP EC20, Fluo-8 calcium fluorescence; 0% at ATP EC20, 100% at ATP max; activation, % at 3 µM; hit rate 0.02% among 360,000; AID 602247;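 active means activation above the run cutoff, the mean activation of all test compounds plus 3 SD, cut at about 40% in these data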;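 further: peak over basal fluorescence ratio in a 140 s read after ATP addition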
V1aR counter: counter-screen for oxytocin receptor agonists: human V1a receptor agonists. activation, % at 3 µM. CHO-V1R cells, Fluo-8 calcium fluorescence, agonist mode; 0% DMSO, 100% 3 nM vasopressin. hit rate 0.25% among 320,000;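 active means activation above the mean activation of all tested compounds plus 3 SD, per screening run, cut at about 20% in these data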;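 further: signal is peak over basal fluorescence ratio across a 100 second FLIPR read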
Target sequence (P37288 whole entry, looked up): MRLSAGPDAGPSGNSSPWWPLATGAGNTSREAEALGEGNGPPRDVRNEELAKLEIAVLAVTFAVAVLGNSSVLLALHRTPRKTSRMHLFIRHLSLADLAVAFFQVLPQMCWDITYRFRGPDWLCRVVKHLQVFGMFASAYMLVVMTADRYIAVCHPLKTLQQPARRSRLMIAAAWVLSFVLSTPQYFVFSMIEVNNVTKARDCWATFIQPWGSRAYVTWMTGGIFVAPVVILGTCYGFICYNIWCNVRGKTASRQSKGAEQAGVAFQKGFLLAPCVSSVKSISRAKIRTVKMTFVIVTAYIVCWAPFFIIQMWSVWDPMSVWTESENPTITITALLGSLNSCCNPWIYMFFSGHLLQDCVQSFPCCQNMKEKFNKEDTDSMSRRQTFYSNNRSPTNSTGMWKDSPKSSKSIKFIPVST
CHO parental Ca: counter-screen: ATP calcium response change in parental CHO cells; parental CHO-K1, ATP-induced calcium, Fluo-8 fluorescence; inhibition, % at 5.6 µM; hit rate 0.63% among 330,000;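 active means inhibition above that plate's mean sample inhibition plus 3 SD, cut at about 26% in these data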;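 further: 0% = ATP-challenged DMSO wells and 100% = DMSO wells without ATP; some compounds past the cut are filed as inactive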
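Test system: untransfected parental CHO cell line; also added: ATP stimulus; dosing: 5.6 µM, single dose; signal: calcium-sensitive Fluo-8 fluorescence; measure: percent inhibition of ATP-evoked calcium rise, normalized to controls; benchmarks: low control ATP plus DMSO, high control DMSO only; replication: one well per compound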
CHRM1 agonist: activates human CHRM1 receptor | P11229 | CHO-K1 hM1, Fluo-8 calcium fluorescence, agonist mode; 0% DMSO, 100% acetylcholine EC100 | activation, % at 3 µM | hit rate 0.33% among 360,000;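 active means activation above the run's mean compound activation plus 3 SD, cut at about 16% in these data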;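 further: peak over basal fluorescence ratio within a 140 s kinetic read after compound addition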
OXTR potentiate: potentiates the human oxytocin receptor response; P30559; CHO-OTR cells, Fluo-8 calcium fluorescence, potentiator mode; 0% = oxytocin EC15, 100% = EC100; activation, % at 3 µM; hit rate 0.061% among 320,000;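 active means activation above that plate's cutoff, the mean activation of tested compounds plus 3 SD, cut at about 6.6% in these data, passing the limit was not always enough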;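 further: 100% uses oxytocin at 75 nM as the full agonist control; some results filed as inactive read as strong as hits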
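Material: human OTR in CHO cells. Compound: 3.0 µM, one dose. Timing: compound 6 min at room temperature before oxytocin, 100 s read. Evaluation: % activation of max/min ratio relative to oxytocin controls. Replication: single well per compound, singlicate. Signal: Fluo-8 calcium dye fluorescence.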
An asterisk follows results filed as active; x = not tested or not shown; & = joins results of further samples.

SMILES	TAAR1 antagonist	TAAR1 agonist	CHO-K1 Ca antag	CHO-K1 Ca ag	CHO-K1 Ca PAM	V1aR counter	CHO parental Ca	CHRM1 agonist	OXTR potentiate
Clc1cccc(N2CCNCC2)c1Cl	-11	22	-6	1.5	15	3.8	-1	-5	0
Oc1cc(Cl)c(Cl)c(Cl)c1Cl	-15	9	-22	9.9	15	x	x	1	x
O=C(O)COc1cc(Cl)c(Cl)cc1Cl	6	1	-12	0.4	5	x	x	-1	x
CN1C(=O)N(C)C(=O)C2(Sc3ccccc3C2=O)C1=O	-13	0	12	-0.5	2	1.0	-13	-1	-2
O=C(NC(Oc1ccccc1)C(Cl)(Cl)Cl)c1ccccc1 (stereo not drawn)	11	-2	4	-0.4	3	-1.5	-7	-5	0
CCCCC(=O)N/N=C/c1c(O)n(Cc2ccc(F)cc2)c(=O)[nH]c1=O	-27	3	-1	0.4	4	-0.5	-12	0	-13
O=C1C(=Cc2ccccc2)N2CCC1CC2	-6	1	12	0.5	-2	x	x	-2	x
COc1ccc(C(O)(c2ccccc2)c2ccncc2)cc1 (stereo not drawn)	-21	-2	-19	-0.1	-3	x	x	-9	x
OC(CC#CCN1CCCCCC1)(c1ccccc1)C1CCCC1 (stereo not drawn)	-6	8	17	17*	-15	2.6	-10	-7	-3
CC(=O)n1cc(C=C2C(=O)NC(=O)NC2=O)c2ccccc21	-34	4	2	0.0	5	-0.2	3	0	-8
O=C1c2ccccc2-c2cc3ccccc3cc21	8	0	-11	3.9	23	x	x	-1	x
CC(C)(C)c1ccc(C(=O)C2CCCN(Cc3ccon3)C2)cc1 (stereo not drawn)	-24	4	-7	3.4	16	4.5	-12	-11	-9
C=CCn1c(O)c(C(C)=NC2CCN(Cc3ccccc3)CC2)c(=O)[nH]c1=O	-20	0	-13	0.8	20	-0.2	-23	-9	0
O=C1NS(=O)c2cc([N+](=O)[O-])cc([N+](=O)[O-])c21 (stereo not drawn)	-11	10	22	-0.1	-18	0.7	-8	-2	-3
COC(=O)C1=C(c2cccc(OC)c2OC)C[C@@H]2CC[C@H]1N2C(=O)N1CCC(O)CC1	-8	8	-11	0.0	13	0.1	-1	-1	6
N#Cc1ccccc1Cn1cc(C(=O)c2cccs2)c2ccccc21	-4	3	-7	0.2	12	2.2	-14	-5	-7
CCCc1nc2ccccc2c(=O)n1-c1cccc(OC)c1	-1	3	-4	0.2	21	-2.0	-11	-6	-6
CCCCN1C(=O)/C(=C/C=C/c2ccco2)C(=O)NC1=S	15	18	23	0.8	-15	x	x	-3	x
CC(C)N(CCC(C(N)=O)(c1ccccc1)c1ccccn1)C(C)C (stereo not drawn)	-8&-7	2&0	16&-4	0.1&0.1	1&1	4.3&1.3	-5&-6	-7&-8	-9&-7
CCOC(=O)[C@]12Cc3cc(OC)ccc3[C@H]1N(C1CCCCC1)C(=O)c1ccccc12	-13	5	16	3.0	2	x	x	x	x
CCN1C[C@]2(COC)CC[C@H](O)[C@]34C1[C@](O)([C@@H](OC)[C@H]23)[C@@]1(O)C[C@H](OC)[C@H]2C[C@@H]4[C@@H]1[C@H]2OC	-11	2	2	0.1	2	0.9	-3	-3	-7
COC(=O)C1=C(c2ccccc2OCc2ccccc2)C[C@@H]2CC[C@H]1N2C(=O)NCc1ccc(OC)cc1	57*	12	-5	0.0	1	0.9	-30	-6	0
O=C(c1ccco1)c1cn(Cc2ccccc2Cl)c2ccccc12	2	10	-17	-0.1	7	0.8	-15	0	1
CCCN1CCc2cccc3c2[C@H]1Cc1ccc(O)c(O)c1-3	x	x	10	1.4	8	7.7	24	-5	-4
CCC(=NCC1CCCO1)c1c(O)[nH]c(=O)[nH]c1=O (stereo not drawn)	5	13	22	-0.2	-5	0.8	-9	-3	-23

Entries of single compounds from above. Order of values: TAAR1 antagonist, TAAR1 agonist, CHO-K1 Ca antag, CHO-K1 Ca ag, CHO-K1 Ca PAM, V1aR counter, CHO parental Ca, CHRM1 agonist, OXTR potentiate
O=C1NS(=O)c2cc([N+](=O)[O-])cc([N+](=O)[O-])c21 (stereo not drawn) is listed as -11, 10, 22, -0.1, -18, 0.7, -8, -2, -3
O=C(c1ccco1)c1cn(Cc2ccccc2Cl)c2ccccc12 is listed as 2, 10, -17, -0.1, 7, 0.8, -15, 0, 1
CCCCC(=O)N/N=C/c1c(O)n(Cc2ccc(F)cc2)c(=O)[nH]c1=O is listed as -27, 3, -1, 0.4, 4, -0.5, -12, 0, -13
CCC(=NCC1CCCO1)c1c(O)[nH]c(=O)[nH]c1=O (stereo not drawn) is listed as 5, 13, 22, -0.2, -5, 0.8, -9, -3, -23

(continued)
SMILES	TAAR1 antagonist	TAAR1 agonist	CHO-K1 Ca antag	CHO-K1 Ca ag	CHO-K1 Ca PAM	V1aR counter	CHO parental Ca	CHRM1 agonist	OXTR potentiate
CN1CCc2c(C#N)c(Cl)nc(Cl)c2C1	2	1	32*	0.1	-17	0.4	-12	-1	-10
O=C(c1ccc(Cl)cc1)C1CCCN(Cc2ccc3nonc3c2)C1 (stereo not drawn)	8	-2	5	0.0	-10	-1.2	-15	-6	-16
CCOP(=S)(OCC)SCC(=O)NC(C(=O)O)C(C)C (stereo not drawn)	6	3	3	0.2	-9	-0.7	0	0	-2
c1ccc2c(c1)CC1CNCc3cccc(c31)S2 (stereo not drawn)	6	73*	-8	0.2	13	8.3	-2	-4	-9
Cc1cc(C)cc(N2C(=O)/C(=C\c3ccc(N4CCN(C)CC4)o3)C(=O)NC2=S)c1	-5	16	5	2.1	-1	3.3	-5	0	-11
O=C(C[N+]12CCC(CC1)C(O)C2)c1ccc(Br)cc1 (stereo not drawn)	-9	11	-4	0.0	5	x	x	-11	x
Cc1cccnc1-n1c(-c2ccccc2)nc2ccccc2c1=O	4	12	6	-0.1	-6	-0.5	-8	-6	-15
CCCNC(=O)N1[C@H]2CC[C@@H]1C(C(=O)OC)=C(c1cccc(C#N)c1)C2	15	0	-14	0.4	17	0.1	-12	-4	-4
C=CCN1C(=O)NC(=O)/C(=C/c2ccc(OC)c(CSc3ccccn3)c2)C1=O	2	6	3	5.9	18	-0.6	-19	2	-7
CN(Cc1ccccc1)C(=O)CN1CCCC1=O	-11	2	-6	0.1	8	0.0	2	1	-1
COc1cc2c3c(c1OC)-c1cc(O)ccc1CC3NCC2 (stereo not drawn)	-6	10	-8	0.1	19	1.8	2	-4	0
Cc1ccc(-c2nc3ccccc3c(=O)n2-c2ccc(O)cc2)cc1	13	4	-2	1.9	16	-1.0	-10	-4	-1
CN1C(=O)/C(=C/C=C/c2ccco2)C(=O)NC1=S	-9	2	-11	3.1	17	0.9	3	4	-5
CCCCOC(=O)C1=C(N)OC2=C(C(=O)CCC2)[C@]12C(=O)Nc1ccccc12	-8	2	12	0.3	-5	-0.4	3	-1	-11
Cc1ccc(NP(=O)(Oc2ccccc2F)Oc2ccccc2F)cc1C	13	13	4	0.0	-3	-0.1	-5	1	-5
CN1CCN(c2nc3ccccc3c(=O)n2-c2ccccc2)CC1	-14	2	-4	0.2	20	0.5	-4	-12	0
Nc1ccccc1C(=O)OCC(=O)N1CCc2ccccc21	-8	2	-11	0.1	14	x	x	-3	x
Cc1c(/C=N/O)c2ccccc2n1C	5	-1	-10	0.4	9	0.1	4	-3	-9
NC(=O)OCCSc1nnc(-c2cccc(C(N)=S)c2)o1	12	5	8	0.8	-10	1.0	-4	-1	-9
CCOC(=O)C1SC2(C(F)(F)C(F)F)CC1(O)c1c(c(OC)c3occc3c1OC)O2 (stereo not drawn)	66*	3	-9	1.5	4	0.7	-16	-5	-4
Cc1ccc(C(=O)N[C@@H](C)CN2C3=NC[C@@H](Cc4ccccc4)N3C[C@H]2Cc2ccc(O)cc2)cc1Br	2	2	x	x	x	0.7	-11	x	-13
CN(C)C(=O)Oc1ccc(NC(=O)N2CCOCC2)cc1	-15	5	-2	-0.2	10	0.6	-2	-3	-4
Oc1ccccc1/C=N/NP(=S)(c1ccccc1)c1ccccc1	-7	1	-14	0.2	18	-0.2	-13	-7	-7
O=C1NC(=O)C(CCc2ccncc2)(CCc2ccncc2)C(=O)N1CCc1ccc(F)cc1	-31	2	2	-0.2	-7	0.6	-7	0	2
N[C@@H](Cc1c[nH]c2ccccc12)c1nnc(SCc2ccc(Cl)cc2)o1	3	8	8	0.2	-2	0.1	-1	1	-12
SMILES	TAAR1 antagonist	TAAR1 agonist	CHO-K1 Ca antag	CHO-K1 Ca ag	CHO-K1 Ca PAM	V1aR counter	CHO parental Ca	CHRM1 agonist	OXTR potentiate
CCC(=NCCO)c1c(O)n(-c2ccccc2)c(=O)[nH]c1=O	1	13	-10	0.5	16	0.5	9	-3	-5
Cc1c(N=Nc2c(O)[nH]c(=O)[nH]c2=O)c(=O)n(-c2ccccc2)n1C	7	-1	-8	0.9	1	0.6	-10	-3	2
O=C1CCCC2=C1C(c1cccnc1)Nc1ccccc1N2 (stereo not drawn)	-26	1	-24	0.3	7	-0.5	0	-2	-9
COCCOC(=O)C1=C(N)OC(C)=C(C(=O)OC)C12C(=O)Nc1ccccc12 (stereo not drawn)	-10	5	-15	0.5	14	0.0	-7	-4	4
CCn1cc(C(=O)N2CCOCC2)c2ccccc21	-4	-1	-13	0.1	6	-1.0	7	-3	-3
O=C(N/N=C/c1c(O)n(CCc2ccccc2)c(=O)[nH]c1=O)c1ccccc1	-13	1	-13	0.6	12	3.3	-6	-1	-12
Cc1cc(OCC(=O)N[C@@H](Cc2ccccc2)C(=O)O)c2c3c(c(=O)oc2c1)CCCC3	19	0	1	-0.3	12	-0.5	-2	0	0
CC(=O)O[C@H]1CC[C@]2(C)C3CC[C@@]4(C)C(C[C@@H](O)[C@@H]4O)C3[C@@H](OC(C)=O)C[C@H]2C1 (stereo partly drawn)	18	7	-9	5.4	11	x	x	0	x
CC(C)C(=O)c1cn(Cc2ccc(C#N)cc2)c2ccccc12	10	20	13	1.2	-5	3.1	-15	-2	-19
CC12CCC3c4ccc(OP(=O)(N5CC5)N5CC5)cc4CCC3C1CCC2=O (stereo not drawn)	-2	1	-4	1.2	16	x	x	-7	x
Cc1cc(C)c(C2=NOC(O)(C(F)(F)F)C2)c(=O)[nH]1 (stereo not drawn)	2	3	-2	0.1	11	0.4	-9	1	-2
Fc1ccc2c(c1)nnn2C1CCN(Cc2c(Cl)cccc2Cl)CC1	11	5	-12	1.3	28	-0.9	-13	-4	-5
CCOCC1(CCc2ccccc2)C(=O)NC(=S)NC1=O	-18	6	-7	0.3	12	x	x	2	x
CCN1C(=O)c2ccccc2Sc2ccc(C(=O)N3CCC4(CC3)OCCO4)cc21	x	x	4	0.3	-7	-0.2	-9	-9	-6

Bioassay records from PubChem BioAssay.

An excerpt; the hit share may differ from the screen's.
